Screens deposited in PubChem by several laboratories.
SSB-PriA inh = inhibitors of Klebsiella pneumoniae PriA binding to SSB C-terminal tail, primary screen, biochemical, AlphaScreen; PriA–SSB C-terminal tail interaction (Klebsiella pneumoniae); AID 1272365, 2023; inhibition, % at 33 µM; AlphaScreen SSBct-PriA binding, biotinylated peptide; actives 0.6% (n = 430,000); in the data active means inhibition mostly above about 37%, no sharp cut-off; inactive means mostly below about 20%;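 further: plate controls were negative control peptide for no effect and reference peptide for full effect; strong numbers were not always called active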
TcdB inh = TcdB glycohydrolase inhibitors, primary screen, biochemical, single point, plate reader. actives 0.24% (n = 350,000). inhibition, % at 9.99 µM. TcdB glycohydrolase enzymatic assay; in the data active means inhibition above about 10%
PfHsp40 yeast = rescue of yeast from PfHsp40 toxicity, primary screen, S. cerevisiae, ATP luminescence. S. cerevisiae expressing PfHsp40, growth rescue. growth rescue, % at 12.5 µM. actives 0.68% (n = 340,000); in the data active means growth rescue above about 28%, passing the limit was not always enough; inconclusive means no clear call, values can overlap the other calls;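 further: yeast W303a lacking pdr1 and pdr3 grown in galactose medium; growth measured after three days at 30 °C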
Rv3671c inh = Rv3671c serine protease inhibitors, primary screen, biochemical, fluorescence polarization, M. tuberculosis H37Rv. P9WHR9. inhibition, % at 5.96 µM. actives 0.048% (n = 320,000). AID 2606, 2010; in the data active means inhibition above about 38%;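 further: extracellular domain of Rv3671c used as enzyme; 0% = enzyme with DMSO and 100% = no enzyme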
Vc quorum ag = inducers of Vibrio cholerae quorum light production without autoinducers, primary screen, BH1578 luxS cqsA deficient, single point. AID 588436, 2011. activation, % at 18.7 µM. actives 0.16% (n = 350,000). V. cholerae BH1578 lux reporter, luminescence, 6 h; in the data active means activation mostly above about 9.7%, no sharp cut-off; inconclusive means no clear call, values can overlap the other calls; inactive means mostly below about 3.7%; further: not every result past the cut was called active; inactives centre near 0; reference of the scale not given here
Y pestis TopoI = Yersinia pestis topoisomerase I inhibitors, primary screen, biochemical, cleavage product accumulation, plate reader, single point | DNA topoisomerase I (Yersinia pestis CO92) | Y. pestis Topo-I cleavage product accumulation | activity, % at 10 µM | actives 0.064% (n = 360,000); in the data active means activity above about 50%, passing the limit was not always enough; inconclusive means no clear call, values can overlap the other calls; further: inactives centre near 2
MazF activator = activators of E. coli MazEF toxin-antitoxin RNase, primary screen, biochemical, fluorescence, uHTS; Endoribonuclease toxin MazF (Escherichia coli (strain K12)), P0AE70; AID 504720, 2011; FAM/BHQ RNA-DNA oligo cleavage fluorescence, 5 h; actives 0.32% (n = 350,000); activation, % at 20 µM; in the data active means activation above about 50%
3CLpro inhibitor = SARS-CoV 3CLpro protease inhibitors, primary screen, biochemical, quenched FRET; AID 1706, 2009; Replicase polyprotein 1ab (Severe acute respiratory syndrome coronavirus), P0C6X7; recombinant SARS-CoV 3CLpro, quenched FRET peptide cleavage; inhibition, % at 6 µM; actives 0.14% (n = 290,000); in the data active means inhibition above about 12%
Anthrax LF inh2 = Bacillus anthracis LF protease inhibitors, primary screen, biochemical, multiplex microsphere, MLPCN library. Lethal factor (Bacillus anthracis), P15917. multiplex microsphere protease cleavage assay. inhibition, % at 10 µM. actives 0.12% (n = 360,000); in the data active means inhibition above about 30%; inconclusive means no clear call, values can overlap the other calls; further: plate controls were buffer without enzyme for full effect and enzyme alone for no effect
Target sequence (P15917 whole entry, looked up): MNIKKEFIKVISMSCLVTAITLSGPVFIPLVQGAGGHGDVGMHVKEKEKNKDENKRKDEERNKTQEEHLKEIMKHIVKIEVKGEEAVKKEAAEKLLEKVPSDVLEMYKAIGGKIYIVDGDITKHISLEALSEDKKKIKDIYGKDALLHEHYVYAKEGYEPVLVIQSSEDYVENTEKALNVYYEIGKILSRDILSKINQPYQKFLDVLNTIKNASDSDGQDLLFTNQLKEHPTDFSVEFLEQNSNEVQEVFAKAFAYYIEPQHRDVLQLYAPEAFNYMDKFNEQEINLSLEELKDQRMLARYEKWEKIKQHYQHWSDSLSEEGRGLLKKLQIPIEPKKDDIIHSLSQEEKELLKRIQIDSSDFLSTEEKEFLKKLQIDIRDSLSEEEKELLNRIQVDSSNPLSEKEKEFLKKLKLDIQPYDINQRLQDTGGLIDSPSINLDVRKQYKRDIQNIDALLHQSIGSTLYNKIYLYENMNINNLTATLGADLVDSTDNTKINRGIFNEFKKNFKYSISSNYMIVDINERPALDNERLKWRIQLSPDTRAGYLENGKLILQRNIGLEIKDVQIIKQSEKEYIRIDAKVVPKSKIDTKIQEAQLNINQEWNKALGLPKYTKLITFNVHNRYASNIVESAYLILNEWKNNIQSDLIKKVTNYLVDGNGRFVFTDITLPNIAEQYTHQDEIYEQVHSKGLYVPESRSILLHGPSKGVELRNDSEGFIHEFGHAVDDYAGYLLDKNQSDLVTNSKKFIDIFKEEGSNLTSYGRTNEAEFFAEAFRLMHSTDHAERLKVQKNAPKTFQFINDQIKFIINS
VHR inh abs = VHR1 phosphatase inhibitors, primary screen, biochemical, absorbance, uHTS; Dual specificity protein phosphatase 3 (Homo sapiens), P51452; recombinant VHR phosphatase, pNPP absorbance; inhibition, % at 13.3 µM; actives 0.52% (n = 290,000); AID 1654, 2009; in the data active means inhibition above about 50%; further: some compounds called inactive have numbers as strong as hits
Target sequence (P51452 whole entry, looked up): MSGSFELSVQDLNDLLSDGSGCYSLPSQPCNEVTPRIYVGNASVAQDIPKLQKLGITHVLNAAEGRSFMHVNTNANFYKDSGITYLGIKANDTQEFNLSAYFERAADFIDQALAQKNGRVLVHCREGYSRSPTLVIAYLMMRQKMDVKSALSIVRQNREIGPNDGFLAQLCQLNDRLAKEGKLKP
* marks the source's active call; other numbers are inactive results; i = inactive; ? = inconclusive; / = not tested or not shown; & = joins results of further samples. An excerpt; rates above refer to the full screens.

The line under a structure holds: SSB-PriA inh	TcdB inh	PfHsp40 yeast	Rv3671c inh	Vc quorum ag	Y pestis TopoI	MazF activator	3CLpro inhibitor	Anthrax LF inh2	VHR inh abs
O=C(CCc1ccccc1)NNC(=O)COc1ccc([N+](=O)[O-])cc1
→ -8	-1.5	4.0	-1	i	2	2	-5	-5	-4
CN(C)Cc1c(C(=O)N/N=C/c2cccnc2)nnn1-c1nonc1N
→ /	-0.9	0.1	0	-0.2	1	7	1	1	-4
NS(=O)(=O)c1cccc(NC(=O)COC(=O)c2ccc(S(=O)(=O)N3CCOCC3)cc2)c1
→ 4	0.0	-0.2	/	i	-9	0	/	10	/
CCn1c(SCC(=O)Nc2nc(C)c(C)s2)nc2cccnc21
→ 8	1.8	-0.8	-2	-1.4	5	6	-3	2	9
COc1ccc(-n2ncc3c2CC(C)(C)CC3NC(=O)c2ccc(OC)o2)cc1 (centres undefined)
→ 11	0.9	-1.4	1	-0.4	12	11	-1	-2	17
O=C(COc1ccc(F)c(Cl)c1)NC(=O)NC1CCCC1
→ /	1.4	/	/	-1.2	3	4	/	-2	/
COCCC(=O)Nc1ccc2c(c1)CN(C(=O)CSC)CC2
→ -16	0.6	-0.5	0	i	4	-3	-3	0	0
O=C(O)CSc1nc2ccccc2s1
→ 1	0.7	-0.5	4	i	3	1	-1&7	0	-9&41
O=S(=O)(Nc1ccccc1N1CCCCC1)c1ccc(Cl)s1
→ -1	/	-0.8	-6	0.8	12	1	-2	4	-8
COc1cc(/C=C/C(=O)OCC(=O)c2ccc(OC(F)F)cc2)ccc1O
→ -12	0.2	1.5	-6	-1.1	0	11	/	-3	/
CCOc1ccccc1NC1=C(Cl)C(=O)N(Cc2ccccc2)C1=O
→ -13	/	-0.6	-3	-15	7	-2	1	-1	16
CCOC(=O)C1=C(C)Nc2nc(C)nn2C1c1ccc(C)cc1 (centres undefined)
→ -4	1.0	-1.7	6	-0.4	6	7	-1	0	8
COC(=O)C1CCCCN1C(=O)c1cccc(OC2CCN(C(=O)C3CC3)CC2)c1 (centres undefined)
→ -10	0.1	-2.1	10	-0.2	9	0	1	-3	27
Cc1ccc(S(=O)(=O)NC(=O)Nc2nccs2)cc1
→ 10	0.0	0.0	12	-0.5	2	3	2	4	10
COc1ccccc1C(=O)NCCC(=O)NCCC12CC3CC(CC(C3)C1)C2
→ 9	0.6	1.2	6	i	27	6	2	0	-7
O=S(=O)(c1ccccc1)N(F)S(=O)(=O)c1ccccc1
→ -4	-0.3	-0.1	-15	5.7	2	6	/	-4	/
CCOc1cc(/C=N/NC(=O)c2nn(C)cc2Br)ccc1OCc1ccccc1
→ /	/	0.9	3	-0.5	25	-3	4	1	-1
NC1=CC(=O)C(=O)c2ccccc21
→ -3	-0.6	0.6	/	i	-15	7	/	-4	/
CCC(Sc1nc(C)cc(=O)[nH]1)C(=O)Nc1nc(-c2ccccc2)cs1 (centres undefined)
→ 3	/	-0.9	-12	-0.2	-1	-6	0	-2	17
C[C@H]1CN=C2N(CCNC(=O)CCC3CCCCC3)[C@H](Cc3ccc(O)cc3)CN21
→ -13	-0.7	-0.3	-1	2.8	-6	5	-4	-3	7
Cc1ccc2c(C)nc(N/C(N)=N/S(=O)(=O)c3ccc([N+](=O)[O-])cc3)nc2c1
→ /	-0.2	0.7	3	-12	23	-14	4	-2	-1
C=CCC[C@H](Cc1ccc(F)cc1)C(=O)OC[C@@H](NC(=O)[C@H](CC=C)CC(=O)NCCO)c1ccccc1
→ -35	2.9	2.4	-4	-4.5	20	3	/	4	/
CCOc1ccccc1N1CCN(c2ncnc3scc(-c4ccc(OC)cc4)c23)CC1
→ 9	2.1	1.4	-6	i	13	-20	4	-2	37
CN(Cc1ccc(OC(F)F)cc1)Cc1nc2c(Br)cc(Br)cc2c(=O)[nH]1
→ -16	0.3	-0.7	-13	0.5	16	-4	2	-4	36
O=C(Nc1cccc(S(=O)(=O)N2CCCCC2)c1)C1CC(=O)N(Cc2ccco2)C1 (centres undefined)
→ 6	0.2	1.3	16	i	-10	19	1	-7	4
COc1ccc(-c2nnc(OCc3ccccc3)c3ccccc23)cc1
→ 5	1.6	-0.1	-3	-3.1	18	-2	11	-6	-8
Cc1cc(C)n2cc(CSc3ncccc3C(=O)O)nc2n1
→ -2	1.2	0.0	-4	/	-8	-4	-1	8	19
O=C(O)/C=C/C(=O)N1CCN(C(=O)/C=C/C(=O)O)CC1
→ -2	1.7	-1.3	-5	-0.6	9	2	-3	-2	4
CC(=O)N1N=C(c2ccco2)CC1c1ccc(Br)cc1 (centres undefined)
→ 0	2.0	-0.3	-2	3.4	5	-6	-4	0	-4
COc1ccc(C(=O)NC2CC3CCCC(C2)N3CC(C)C)cc1 (centres undefined)
→ -4	-1.6	-0.2	-3	-0.9	-2	-6	-2	6	26
O=C(O)c1ccc(N/N=C/c2cn(-c3ccccc3)nc2-c2cccs2)cc1
→ /	-0.5	0.7	-1	0.7	1	7	7	4	15
COc1ccc(OC)c(NC(=O)Cn2c(CCC(=O)O)ccc2-c2cccs2)c1
→ 9	/	2.2	9	-2.6	-1	3	4	1	7
Nc1ccccc1C(=O)N1O[C@@H]2C=C[C@H]1C2
→ -5	-6.4	-0.2	/	-0.6	-7	0	/	-2	/
O=C(NCC1(c2ccccc2)CCCC1)c1ccccc1
→ -21	1.0	-0.5	9	i	-4	8	-4	2	-8
COc1ccccc1C(=O)NC(=S)Nc1cccc2cc(O)ccc12
→ 42*	1.5	0.1	-29	i	-3	-7	2	-1	5
COc1cc(CNn2cn[nH]c2=S)cc(Cl)c1OCc1ccc(F)cc1
→ 2	3.3	-0.6	-1	-0.3	4	1	3	-1	-8
O=c1onc(-c2ccc(Cl)cc2Cl)n1-c1cccnc1
→ 4	1.8	-0.4	7	-0.8	-3	1	-1	-11	13
Cc1c2ccccc2cc[n+]1CCCS(=O)(=O)[O-]
→ -11	/	-0.1	0	-0.9	-2	-9	4	-2	19
Cc1ccc(C2C(=O)NC(=O)NC2=O)cc1
→ -1	1.2	6.2	5	-0.2	11	1	/	-3	/
CCn1c(SCC(=O)NCCCN2CCCC2=O)nnc1-c1cccc(C)c1
→ 3	-0.1	0.3	/	i	1	4	/	1	/
COc1ccc(CNC(=O)CCCC(=O)Nc2cccc(Br)c2)cc1
→ 0	1.1	0.0	-1	i	6	-4	0	4	4
C[C@]12CCC3C(CC=C4C[C@@H](O)CC[C@@]43C)C1CCC2[C@]1(C)CCC(=O)O1 (some centres undefined)
→ -1	1.9	2.4	-6	i	-2	-28	0	2	12
O=C(COc1ncnc2cc([N+](=O)[O-])ccc12)NC1CCCCC1
→ 4	2.0	-0.6	1	i	-2	-2	1	-3	27
CC(=O)Nc1nonc1-c1nc2ccccc2n1CC1CC1
→ 4	3.2	-0.1	-3	i	1	8	-1	-2	11
Cc1c2ccccc2nc2c(F)c(NCCO)c(F)c(F)c12
→ 12	/	0.3	-2	-0.7	-5	63*	3	-6	-9
COc1ccc(Cn2c(-c3ccc(OC)c(O)c3)nc3ccccc32)cc1O
→ -2	1.7	0.5	6	0.3	14	19	1	-1	26
COCCCNC(=O)CSc1nc2cc(S(=O)(=O)N3CCCCC3)ccc2o1
→ 46*	1.4	0.5	5	i	0	7	/	-1	/
Cc1ccccc1Nc1nc(N)nc(COC(=O)c2ccco2)n1
→ -7	-0.8	1.0	2	2.9	1	-2	/	-3	/
Cc1n[nH]c(=O)nc1NC1CCCCC1
→ 9&0	/	-0.7	0	5.0	9	-9	-1	-3	22
Cc1cc(NC(=O)CSc2n[nH]c(N)n2)no1
→ 1	1.0	0.9	3	-0.3	-1	-12	-2	9	30
COc1cc2nc(N3CCN(C(=O)[C@@H]4CCCO4)CC3)nc(N)c2cc1OC
→ -7	1.2	0.5	-7	-0.3	-18	4	-6	-3	29
CN(C)S(=O)(=O)c1ccc(S(=O)(=O)Nc2ccc3c(c2)oc2ccccc23)cc1
→ 3	/	-0.1	1	4.0	13	3	11	-3	-12
COc1cccc(CNC(=O)CCNC(=O)C2CCN(S(=O)(=O)c3ccccc3)CC2)c1
→ 10	0.5	1.5	8	-0.2	7	6	1	-2	-6
Cc1cccc(C)c1NC(=O)CNC(=O)CCCN1C(=O)c2cccc3cccc(c23)C1=O
→ -3	0.2	0.8	-3	-2.1	7	2	/	-7	/
FC(F)Sc1ccc(NC(=S)NC(c2ccccc2)c2ccccc2)cc1
→ -14	-0.5	4.1	-195	-0.2	-23	127*	5	-12	7
CSCCC(=O)Nc1nc(-c2ccccn2)cs1
→ -9	6.4	-1.2	/	-0.3	12	8	4	-4	2
COc1ccc(CNS(=O)(=O)NCc2ccc(OC)c(OC)c2)cc1
→ -9	0.9	-0.9	7	-0.5	-4	3	5	0	12
NC(=O)c1ccc(SCC(=O)OCC(=O)N2CCCC2=O)c([N+](=O)[O-])c1
→ -8	1.7	-0.1	2	i	6	4	/	/	/
CNc1nc(CCN2C(=O)c3ccccc3C2=O)cs1
→ 1	/	-1.7	-1	-0.5	7	4	-3	?	14
Nc1cc2c([N+](=O)[O-])cccc2o1
→ 7	/	2.1	5	i	-6	0	-4	-4	29

Looked up by structure from above:
The line under a structure holds: SSB-PriA inh	TcdB inh	PfHsp40 yeast	Rv3671c inh	Vc quorum ag	Y pestis TopoI	MazF activator	3CLpro inhibitor	Anthrax LF inh2	VHR inh abs
CSCCC(=O)Nc1nc(-c2ccccn2)cs1
→ -9	6.4	-1.2	/	-0.3	12	8	4	-4	2
FC(F)Sc1ccc(NC(=S)NC(c2ccccc2)c2ccccc2)cc1
→ -14	-0.5	4.1	-195	-0.2	-23	127*	5	-12	7

Further compounds:
The line under a structure holds: SSB-PriA inh	TcdB inh	PfHsp40 yeast	Rv3671c inh	Vc quorum ag	Y pestis TopoI	MazF activator	3CLpro inhibitor	Anthrax LF inh2	VHR inh abs
CCOC(=O)C1CCN(C(=O)CSc2ccccc2Cl)CC1
→ -7	1.7	1.1	0	-0.3	5	9	1	3	13
Cc1ccc(C2Nc3ccccc3-c3nc4ccccc4n32)o1 (centres undefined)
→ 0	1.2	3.4	-20	-0.4	1	22	-2	0	-14
Cc1cccc(S(=O)(=O)c2c(C)cc(C)[nH]c2=O)c1
→ -10	1.4	-1.8	13	-0.5	7	1	5	-7	3
c1ccc(CCn2c(C3CC3)nc3ccccc32)cc1
→ -1&13	2.2	-0.1	1	i	20	6	-2	0	7
O=C(COc1ccc2ccc(=O)oc2c1)NC(Cc1ccc(Cl)cc1)C(=O)O (centres undefined)
→ -7	0.6	-1.8	2	-0.4	1	-9	-3	0	-4
COc1ccc(CN(C(=O)c2ccco2)C2CCS(=O)(=O)C2)cc1 (centres undefined)
→ -3	0.9	-0.7	-6	i	-8	-2	1	4	19
CC1CCc2nc3ccc(S(=O)(=O)N4CCC(C(=O)N5CCCCC5)CC4)cc3c(C(=O)O)c2C1 (centres undefined)
→ -3	-1.9	-0.8	1	-0.2	-1	-1	2	0	29
C#CCSc1nncn1C(=O)/C=C/c1ccccc1
→ -6	/	/	-2	/	/	-2	0	/	19
